# EPAC2 antagonist – antagonists of human EPAC2 | Q8WZA2 | EPAC2 GEF exchange of Rap1B-BODIPY-GDP, fluorescence | Potency, µM (top dose mostly 114 µM), inactives show top-dose activity, negative = inhibition, most hits filed as inhibitors | actives 0.18% (n = 360,000) | AID 720708; also: % is scaled to controls: 0 for no effect and ±100 for the full control effect; nearly all actives have a fitted effect of over 45% in size; many of its hits are not listed in these tables
# PTHR1 agonist – activates the human parathyroid hormone receptor PTHR1. actives 0.075% (n = 410,000). Potency, µM (doses to about 115 µM), for inactives: at the highest dose activation, actives largely listed as activators. Q03431. HEK293 GP2 PTHR1 cells, GloSensor cAMP luminescence, 1 h; also: nearly all actives have a fitted effect of over 55% in size; some results filed as inactive show a strong effect at the top dose; inactives centre near -15; many of its hits are not listed in these tables
#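 HEK-293-derived GP2 cells expressing PTHR1 and a GloSensor cAMP reporter, 3,000/well, plated overnight, given luciferin plus IBMX (each 0.5 mM as added) for 1 h at 37 °C, then compound for 1 h at 37 °C. Luminescence was read after 15 min at room temperature.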
# FUS suppressor – suppressors of FUS proteinopathy in yeast; S. cerevisiae FUS-expressing, growth rescue, OD600, 24 h; Potency, µM (series often up to 76.6 µM), inactives show at the top dose growth rescue (activation), actives largely listed as activators; actives 0.24% (n = 390,000); AID 1347120;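 also: plate controls were DMSO vehicle for no effect and reference control for full effect; nearly all actives have a fitted effect of over 55% in size; some results filed as inactive show a strong effect at the top dose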
#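 Yeast FUS proteinopathy model; galactose-induced FUS (2%), starting OD 0.005. Cpds in dilution series, 24hr, 30C, 99% humidity. Abs 600 nm growth. Pos ctrl CP55940 (top 92uM final); neg ctrl DMSO.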
# EPAC1 antag – blocks human EPAC1 exchange factor; Potency, µM (doses to about 115 µM), for the others: at the top dose activity change, negative = inhibition, actives largely listed as inhibitors; O95398; AID 720709; actives 0.14% (n = 360,000); EPAC1 GEF assay, Rap1b-BODIPY-GDP exchange fluorescence;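 also: plate controls were vehicle for no effect and positive control for full effect; nearly all actives have a fitted effect of over 50% in size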
# Target sequence (O95398 whole entry, looked up): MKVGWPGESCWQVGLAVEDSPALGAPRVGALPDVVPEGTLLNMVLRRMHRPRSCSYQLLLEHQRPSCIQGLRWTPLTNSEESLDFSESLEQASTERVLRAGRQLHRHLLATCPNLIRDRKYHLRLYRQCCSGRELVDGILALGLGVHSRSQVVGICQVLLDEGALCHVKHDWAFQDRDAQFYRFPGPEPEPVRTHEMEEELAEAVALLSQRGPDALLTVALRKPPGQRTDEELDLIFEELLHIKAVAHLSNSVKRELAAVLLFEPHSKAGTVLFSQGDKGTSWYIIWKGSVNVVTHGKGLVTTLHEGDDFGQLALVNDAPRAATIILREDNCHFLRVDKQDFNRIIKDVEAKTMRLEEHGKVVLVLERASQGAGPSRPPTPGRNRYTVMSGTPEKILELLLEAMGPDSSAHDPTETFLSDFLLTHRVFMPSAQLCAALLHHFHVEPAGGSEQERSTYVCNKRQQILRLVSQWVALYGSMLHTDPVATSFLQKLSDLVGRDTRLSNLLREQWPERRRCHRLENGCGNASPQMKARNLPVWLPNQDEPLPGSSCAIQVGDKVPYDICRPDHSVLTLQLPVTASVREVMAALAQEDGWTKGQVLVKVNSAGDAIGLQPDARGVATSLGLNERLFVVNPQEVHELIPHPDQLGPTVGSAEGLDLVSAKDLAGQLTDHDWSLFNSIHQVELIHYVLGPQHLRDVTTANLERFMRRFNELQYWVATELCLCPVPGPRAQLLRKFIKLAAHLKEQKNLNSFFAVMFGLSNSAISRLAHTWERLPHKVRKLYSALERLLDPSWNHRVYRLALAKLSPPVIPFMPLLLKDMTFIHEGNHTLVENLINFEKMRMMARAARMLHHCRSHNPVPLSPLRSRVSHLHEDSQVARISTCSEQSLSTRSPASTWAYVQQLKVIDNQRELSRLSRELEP
# TDP43 rescue – TDP-43 toxicity inhibition in yeast; Potency, µM (doses to about 46.1 µM), for the others: at the highest dose growth rescue (activation), most hits filed as activators; TDP-43 expressing yeast growth rescue, BacTiter-Glo, 24 h; actives 1.8% (n = 410,000); AID 652104; also: % of control where 0% means no effect; nearly all actives have a fitted effect of over 50% in size
#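 Growth rescue of TDP-43-toxic yeast measured as ATP luminescence (BacTiter-Glo). Cells grown to mid-log in raffinose, induced in galactose at OD600=0.02, exposed to compound 24 hr at 30 deg C.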
# EPAC1 ag – activates human EPAC1 exchange factor. O95398. AID 720707. Potency, µM (doses to about 154 µM), for the others: top-dose activation, actives largely listed as activators. EPAC1 agonist qHTS, biochemical assay; response scale: 100% = response to 6.5 mM cAMP. actives 0.073% (n = 360,000); also: nearly all actives have a fitted effect of over 60% in size
#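 EPAC1 100 nM, Rap1B–BODIPY-GDP 250 nM, unlabeled GDP 50 uM; compound titration; 5 min RT; kinetic read ex480/em540 at 5-min intervals ×30 min; data normalized to 6.5 mM cAMP agonist control.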
# EPAC2 agonist – agonists of human EPAC2 (RAPGEF4) | EPAC2 activation, biochemical qHTS; response scale: 100% = 6.5 mM cAMP response | Potency, µM (highest dose often 154 µM), without a hit: at the top dose activation, most hits filed as activators | actives 0.079% (n = 360,000) | AID 720711; also: nearly all actives have a fitted effect of over 50% in size
#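 In this primary screen, activation is scored as increased exchange of BODIPY-GDP from Rap1B by 100 nM EPAC2, with 50 uM GDP as competitor. Signal is normalized to the 6.5 mM cAMP agonist control.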
# aSyn rescue – inhibitors of alpha-synuclein toxicity in yeast. Yeast expressing alpha-synuclein, growth rescue, BacTiter-Glo, 24 h. actives 0.14% (n = 370,000). Potency, µM (series often up to 46.1 µM), for the others: top-dose growth rescue (activation), most hits filed as activators; also: % of control where 0% means no effect; nearly all actives have a fitted effect of over 65% in size
#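 Galactose-induced alpha-syn yeast (OD600=0.02, raffinose-pregrown) + pinned cpd, 24 hr, 30 deg C; growth by BacTiter-Glo luminescence. Growth restoration scores as activation.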
# Active calls of the source: *; i = inactive; ? = inconclusive; nt = no result given; & = joins results of further samples; [ ] = remark or other dose. Calls follow the shape of the dose curve; as a rule, active = well fitted curve in the direction sought with a large enough effect; inconclusive = small, poorly fitted or top-dose-only effect, or another doubt; inactive = no such curve, though single readings can be large; an effect the other way counts as inactive or inconclusive. Potency is read from the fitted curve at half-maximal effect.
# The opening 2 compounds, to show the layout:
SMILES,EPAC2 antagonist,PTHR1 agonist,FUS suppressor,EPAC1 antag,TDP43 rescue,EPAC1 ag,EPAC2 agonist,aSyn rescue
COc1cccc(CN2CC(C(=O)NCCCn3ccnc3C)CCC2=O)c1 (configuration not stated),13%,5%,18%,1%,-21%,0%,10%,-6%
Cc1ccc2c(c1)C(O)(CC(=O)c1ccc3c(c1)OCO3)C(=O)N2 (configuration not stated),-2%,-4%[57.5 µM],8%,-14%,-7%,0%,11%,-3%

# Results, repeating the preview:
SMILES,EPAC2 antagonist,PTHR1 agonist,FUS suppressor,EPAC1 antag,TDP43 rescue,EPAC1 ag,EPAC2 agonist,aSyn rescue
COc1cccc(CN2CC(C(=O)NCCCn3ccnc3C)CCC2=O)c1 (configuration not stated),13%,5%,18%,1%,-21%,0%,10%,-6%
Cc1ccc2c(c1)C(O)(CC(=O)c1ccc3c(c1)OCO3)C(=O)N2 (configuration not stated),-2%,-4%[57.5 µM],8%,-14%,-7%,0%,11%,-3%
O=CN1CCCN(C(=O)CC2C(=O)NCCN2Cc2cccc(Oc3ccccc3)c2)CC1 (configuration not stated),5%,i,18%,-4%,-7%,-7%,-4%,0%
O=C(CN1C(=O)CSC1=O)Nc1ccccc1F,-6%,i,15%,-6%,-3%,1%,4%,0%
Cc1ccc(S(=O)(=O)/N=C(/Sc2ccccc2C(=O)O)c2ccccc2)cc1,-1%,-40%[inhibitor],10%,3%,?,11%,3%,7%&10%
Cc1ccc(SCC(=O)Nc2cccc(C(=O)NC(C)(C)C)c2)cc1,6%,-2%[57.5 µM],20%,-1%,-11%,7%,12%,-12%
COc1ccccc1CC(NC(C)=O)C(=O)N1CCN(C(=O)Nc2ccccc2Cl)CC1 (configuration not stated),-2%,3%,12%,3%,-11%,5%,14%,1%
Cc1c(Cl)cnn1CC(=O)NC1C(=O)N2C(C(=O)O)=C(CSc3nnnn3C)CSC12 (configuration not stated),13%,-3%,5%,5%,-10%[1.82 µM],1%,-6%,3%
Cc1onc(-c2ccccc2Cl)c1C(=O)NCc1ccccc1,-1%,i,-3%,7%,12%,3%,8%,0%
O=C(CC(CC(=O)c1ccccc1)C(=O)O)c1ccccc1,-12%,-23%[57.5 µM],30%,-7%,-12%,7%,5%,8%
CCOC(=O)c1c(NC(=O)CSc2nc3ccccc3c(=O)n2-c2ccc(F)cc2)sc(C(C)=O)c1C,-12%,?,2%,-31%,-7%,1%,0%,-7%
O=C(CCn1c(=O)oc2ccccc21)NC1=NCCS1,9%,5%[57.5 µM],1%,2%,-28%,10%,9%,-2%
CC(C)c1ccccc1NC(=S)NCc1ccccc1F,9%,-14%,3%,-11%,-10%,0%,17%,2%
COc1ccc(CN2C(=O)c3ccccc3C2C(=O)NCC2CCCO2)c(OC)c1 (configuration not stated),14%,i,-6%,-2%,13%,0%,3%,-7%
C/C(=N\NC(=O)C1CC1)c1ccc(C)c(C)c1,1%,i,-5%,-25%,0%,13%,-3%,0%
COc1ccc(C(c2nnnn2C2CCCC2)N2CCN(C/C=C/c3ccccc3)CC2)cc1 (configuration not stated),2%,-19%,2%,-1%,19%,8%,16%,0%
CCOC(=O)Cn1c(=NC(=O)c2ccc([N+](=O)[O-])s2)sc2ccccc21,34%[activator],i,-7%,-8%,10%,3%,1%,-4%
CC1Cc2nc(SCC(=O)Nc3nccs3)n(C)c(=O)c2S1 (configuration not stated),7%,-17%,18%,20%,-8%,-19%,8%,-6%
O=C(CCN1C(=O)c2ccccc2S1(=O)=O)NCc1ccc(F)cc1,7%,-4%,6%,14%,6%,4%,9%,-1%
CCn1c(SCC(=O)N2CCN(c3ccccc3F)CC2)nnc1-c1ccoc1C,3%,-4%[57.5 µM],15%,11%,19%,6%,4%,2%
Cc1ccc(C)c(Cn2c(=O)n(C)c(=O)c3sccc32)c1,-2%,-30%,7%,1%,-2%,7%,3%,5%
CCOc1ncccc1C(=O)NCCN1C(=O)S/C(=C/c2cccs2)C1=O,8%,-69%[inhibitor],-13%,-2%,-3%,5%,6%,-3%
COc1ccc(CN2C(=O)c3cccnc3C2=O)cc1S(=O)(=O)NCc1ccc(C)o1,21%,i,-10%,-22%,6%,-8%,5%,3%
Cc1c(CCC(=O)N2CCC[C@H]2C(=O)O)c(=O)oc2cc3oc4c(c3cc12)CCCC4,?,-21%,?,-4%,20µM*,-12%,7%,12%
CN(C)CCCNS(=O)(=O)c1cc(Cl)ccc1Cl,5%,-4%[57.5 µM],19%,10%,-12%,-1%,-2%,-3%

# Overlap with the part before: two compounds, then new ones.
SMILES,EPAC2 antagonist,PTHR1 agonist,FUS suppressor,EPAC1 antag,TDP43 rescue,EPAC1 ag,EPAC2 agonist,aSyn rescue
Cc1c(CCC(=O)N2CCC[C@H]2C(=O)O)c(=O)oc2cc3oc4c(c3cc12)CCCC4,?,-21%,?,-4%,20µM*,-12%,7%,12%
CN(C)CCCNS(=O)(=O)c1cc(Cl)ccc1Cl,5%,-4%[57.5 µM],19%,10%,-12%,-1%,-2%,-3%
CS(=O)(=O)c1ccccc1C(=O)Nc1ccc2sccc2c1,1%,i,-8%,-10%,20%,5%,4%,-4%
CCOC(=O)N1CCN(c2c(N3CCC(N4CCCCC4)CC3)c(=O)c2=O)CC1,14%,-14%,15%,21%,-15%,-16%,6%,-2%
CSC[C@H](NC(=O)COc1cc2c(c3oc(=O)cc(C)c13)CCC(C)(C)O2)C(=O)O,-1%,i,-25%,-12%,6%,4%,13%,0%
CCOC(=O)c1nnn(-c2nonc2N)c1CS(=O)(=O)c1ccccc1,-5%,-17%[57.5 µM],8%,-3%,-4%,0%,8%,6%
Cc1ccc(-c2[nH]c3ccccc3c2SCCN)cc1,-3%,-8%,18%,7%,20%,8%,-4%,20%
COC(=O)c1cn(NC(=O)Cc2cccc(C(F)(F)F)c2)c(=O)c2ccccc12,7%,i,6%,-2%,-22%,-10%,3%,-2%
O=C(CS(=O)(=O)c1ccccc1)Nc1ccccc1Br,-20%,-52%[inhibitor],10%,-17%,0%,0%,4%,2%
COC(=O)c1cn(C(=O)c2cccs2)c2ccccc12,7%,-33%[inhibitor],21%,3%,22%,-1%,12%,2%
Fc1ccccc1-c1nc(-c2ccc(Br)o2)no1,-2%,-45%[inhibitor],-19%,11%,?,-8%,-9%,-3%
CNC(=O)CN1C(=O)c2ccccc2S1(=O)=O,1%,-28%,-28%,1%,18%,-17%,4%,-2%
Cc1cc(C)n(C(=O)c2ccccc2[N+](=O)[O-])n1,-13%,i,nt,-15%,15%,4%,1%,1%
Cc1cccc(NC(=S)N2N=CCC2c2ccccc2)c1 (configuration not stated),-2%[57.1 µM],-17%[57.5 µM],11%,-13%,?,9%,10%,-6%
S=c1[nH]nc(-c2ccccc2)n1/N=C/c1c[nH]c2ccccc12,-3%,i,41%,-26%,8%,1%,7%,-5%
COc1ccc(CNC(=O)C2Cc3c(-c4ccccc4Oc4ccccc4)ccnc3O2)cc1OC (configuration not stated),-17%,-48%[inhibitor],?,-3%,?,-5%,6%,-2%
COc1ccc(CNCC(=O)Nc2ccccc2-n2cccc2)cc1,-28%,-2%,-31%,-4%,12%,4%,12%,4%
COc1ccc(-c2c(-c3ccsc3)oc(=O)c3cc(OC)c(OC)cc23)cn1,10%,i,-1%,-7%,?,-15%,5%,-4%
Cc1cc(C)c(NC(=O)CN2C(=O)CC(C)S(=O)(=O)c3ccccc32)c(C)c1 (configuration not stated),10%,i,3%,-2%,-3%,-7%,10%,0%
C=CCn1c(SCC(=O)Nc2ccc(N3CCOCC3)cc2)nnc1-c1ccncc1,8%,i,8%,6%,29%,3%,0%,3%
COc1cc(N/C(=N/S(=O)(=O)c2ccccc2)c2ccccc2)ncn1,-4%,-9%,-2%,-14%,9%,0%,4%,3%
CCOc1ccccc1C(=O)N/N=C/c1c[nH]c2ccccc12,5%,-12%,4%,0%,?,0%,-3%,-3%
Cc1nc(-c2ccc(NC(=O)c3ccc(Br)o3)cc2)cs1,7%,-7%,7%,-2%,15%,6%,5%,-31%[inhibitor]
CCCc1cc(C(=O)N(C2CCCCC2)C2CCCCC2)no1,-5%,-3%,7%,2%,-3%,-5%,8%,?
O=C(CSc1ncn[nH]1)NCCc1ccc(Cl)cc1Cl,1%,i,3%,17%,-9%,-3%,1%,-1%
CC1=C(C(=O)N2CCOCC2)CC(CC(=O)NC2CC2)C(=O)N1Cc1ccc(C(C)(C)C)cc1 (configuration not stated),4%,-4%,-3%,11%,1%,-12%,19%,-3%
CCOC(=O)N1CCN(CCC(=O)Nc2ccc(OC)cc2OC)CC1,3%,-8%[57.5 µM],15%,14%,-16%,5%,3%,0%
# New compounds follow.
SMILES,EPAC2 antagonist,PTHR1 agonist,FUS suppressor,EPAC1 antag,TDP43 rescue,EPAC1 ag,EPAC2 agonist,aSyn rescue
CC(=O)Nc1ccc(S(=O)(=O)NCCC(=O)Nc2ncccc2C)cc1,3%,i,2%,1%,-18%,-26%,4%,0%
C/C(=N/Nc1ccccc1[N+](=O)[O-])c1ccc(C)c([N+](=O)[O-])c1,-3%,i,-22%,32%,5%,0%,11%,0%
Cc1cc(=O)oc2c(C)c(OCC(=O)c3ccccc3)ccc12,0%,-8%,-13%,11%,25%,26%,11%,2%
Cc1cc(=O)oc2cc(Nc3ccccc3)ccc12,3%,i,-5%,9%,-11%,9%,1%,8%
CC1(C(=O)NS(=O)(=O)c2ccccc2)CCN1C(=O)c1ccccc1 (configuration not stated),-3%,-17%,-25%,1%,1%,5%,7%,-5%
CN(CC(=O)Nc1ccc(OC(F)F)cc1)S(=O)(=O)/C=C/c1ccccc1,0%,-28%,11%,-11%,0%,0%,2%,-1%
CC(=O)Oc1ccc(CCC(C)OC(C)=O)cc1 (configuration not stated),3%,-9%[57.5 µM],10%,10%,-12%,2%,5%,2%
CCC(C)NC(=S)NNC(=O)c1ccncc1 (configuration not stated),-2%,-20%,2%,-2%,-6%[9.22 µM],-2%,1%,-9%
O=C1C(c2ccc(F)cc2)N(Cc2ccc3c(c2)OCO3)C(=O)CN1C1CCCCC1 (configuration not stated),-6%,-40%[inhibitor],29%,2%,-23%,17%,19%,1%
O=S(=O)(Nc1ccc(Cl)cc1NS(=O)(=O)c1ccccc1)c1ccccc1,?,-22%,43%,?,-26%,-6%,7%,-42%[inhibitor]
CN(c1ccc(F)cc1)S(=O)(=O)c1ccc(Cl)c(C(=O)NCC2(N3CCOCC3)CCCCC2)c1,5%,-10%,nt,-21%,24%,-7%,-3%,-1%
CCOC(=O)CC(=O)CSc1n[nH]c(=O)[nH]c1=O,2%,24%,-7%,1%,2%,10%,9%,0%

# Not all compounds are listed; the hit share may differ from the screen's.
